# IP6K1 inh: Primary qHTS assay for small molecule inhibitors of Inositol hexaphosphate kinase 1 (IP6K1); hit rate 0.81% among 140,000; Inositol hexakisphosphate kinase 1 (Homo sapiens), Q92551; activity change, % (series mostly up to about 58 µM); IP6K1 kinase, ADP-Glo luminescence, 2 h; stronger effect = lower value; in the data active = activity change below about -25%
# Target sequence (Q92551 whole entry, looked up): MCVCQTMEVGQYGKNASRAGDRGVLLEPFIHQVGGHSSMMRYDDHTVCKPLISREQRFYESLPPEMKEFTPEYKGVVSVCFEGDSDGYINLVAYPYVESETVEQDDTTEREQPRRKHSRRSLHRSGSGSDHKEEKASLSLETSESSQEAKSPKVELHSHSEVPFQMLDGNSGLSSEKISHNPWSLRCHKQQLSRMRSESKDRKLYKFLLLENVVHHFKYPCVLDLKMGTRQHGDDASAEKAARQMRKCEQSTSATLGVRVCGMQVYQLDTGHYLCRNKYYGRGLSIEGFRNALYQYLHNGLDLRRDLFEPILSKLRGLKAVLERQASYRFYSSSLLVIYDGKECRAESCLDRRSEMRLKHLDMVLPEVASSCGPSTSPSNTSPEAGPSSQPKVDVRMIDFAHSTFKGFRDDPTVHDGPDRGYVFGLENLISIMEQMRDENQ
#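 ADP-Glo luminescence measures ADP made by human IP6K1 during a 2 h RT reaction with ATP/IP6 (mix at 1.3 mM/130 uM); top library doses 57.5 and 19.1 uM final.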
# Luciferase inh: Firefly luciferase inhibition profiling of diverse chemical library using quantitative high-throughput screening; purified P. pyralis luciferase, luminescence, biochemical; AID 1347043, 2019; hit rate 2.5% among 76,000; Potency, µM (titrated, usually from 115 µM), for inactives: at the top dose activity change, negative = inhibition, most hits filed as inhibitors; also: potency is read from the fitted curve at half-maximal effect; nearly all actives have a fitted effect of over 65% in size
#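 Luminescence read by CCD imager after adding enzyme (10nM final) to wells holding compound, titrated in qHTS. Substrates 10uM each D-luciferin and ATP; buffer 50mM Tris acetate pH 7.5, 10mM Mg acetate, Tween-20, BSA.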
# SNCA viab count: GF-AFC viability counterscreen for inhibitors of alpha-synuclein gene (SNCA) expression | hit rate 0.12% among 150,000 | Potency, µM (highest dose often 57.1 µM), for inactives: at the highest dose activity change, negative = cytotoxicity, usual class: cytotoxic | HEK-293-SNCA-luc viability, GF-AFC fluorescence, 24 h;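 also: potency is read from the fitted curve at half-maximal effect; 0% = DMSO-treated cells and -100% = medium-only wells without cells; nearly all actives have a fitted effect of over 30% in size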
#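 HEK-293-SNCA-luc cells (1500/well) plated 24 h, then exposed 24 h to a dilution series; GF-AFC added 30 min at 37C, fluorescence 405/540 nm; normalised to medium-only and DMSO wells, Hill fit.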
# HEK cytotox: Cytotoxic Profiling in HEK 293 Cell Line of Diverse Libraries Using Quantitative High-Throughput Screening; AID 1345083, 2018; hit rate 6.6% among 94,000; Potency, µM (titrated, usually from 115 µM), for the others: at the top dose activity change, negative = cytotoxicity, most hits filed as inhibitors; HEK 293 viability, ATP luminescence (CellTiter-Glo), 48-72 h; also: potency is read from the fitted curve at half-maximal effect; nearly all actives have a fitted effect of over 60% in size
#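 ATP-coupled CellTiter-Glo luminescence served as viability read-out, recorded 10 min after reagent addition at room temperature. HEK 293 cells, 250 cells/well, had been incubated with pintool-transferred compound for 48 or 72 hr at 37 degree Celsius.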
# NIH3T3 tox: Cytotoxic Profiling in NIH 3T3 Cell Line of Diverse Libraries Using Quantitative High-Throughput Screening; NIH 3T3 viability, CellTiter-Glo ATP luminescence, 48-72 h; AID 1345082, 2018; Potency, µM (highest dose often 96.7 µM), without a hit: at the top dose activity change, negative = cytotoxicity, actives largely listed as inhibitors; hit rate 4.3% among 94,000; also: potency is read from the fitted curve at half-maximal effect; nearly all actives have a fitted effect of over 55% in size
#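 Cytotoxicity was measured by CellTiter-Glo ATP luminescence after 48 or 72 h compound exposure at 37 °C. Mouse NIH 3T3 fibroblasts were seeded at 400 cells/well and dosed by 23 nL pin transfer.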
# SNCA expr inhib: Primary qHTS assay for inhibitors of alpha-synuclein gene (SNCA) expression; Potency, µM (highest dose often 57.2 µM), without a hit: at the top dose activity change, negative = inhibition, hits mostly inhibitors; HEK-293 SNCA-luciferase knock-in, luminescence, 24 h; hit rate 0.17% among 140,000;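 also: potency is read from the fitted curve at half-maximal effect; plate controls were DMSO cells for no effect and cell-free wells for full effect; nearly all actives have a fitted effect of over 45% in size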
# GPT2 inhibitor: Primary qHTS assay for inhibitors of Glutamate pyruvate transaminase 2 (GPT2). Alanine aminotransferase 2 (Homo sapiens), Q8TD30. Recombinant GPT2, coupled pyruvate oxidase/HRP Amplex Red fluorescence. Potency, µM (highest dose often 57.7 µM), without a hit: top-dose activity change, negative = inhibition, most hits filed as inhibitors. hit rate 0.25% among 100,000; also: potency is read from the fitted curve at half-maximal effect; nearly all actives have a fitted effect of over 60% in size; many of its hits are not listed in these tables
# Target sequence (Q8TD30 whole entry, looked up): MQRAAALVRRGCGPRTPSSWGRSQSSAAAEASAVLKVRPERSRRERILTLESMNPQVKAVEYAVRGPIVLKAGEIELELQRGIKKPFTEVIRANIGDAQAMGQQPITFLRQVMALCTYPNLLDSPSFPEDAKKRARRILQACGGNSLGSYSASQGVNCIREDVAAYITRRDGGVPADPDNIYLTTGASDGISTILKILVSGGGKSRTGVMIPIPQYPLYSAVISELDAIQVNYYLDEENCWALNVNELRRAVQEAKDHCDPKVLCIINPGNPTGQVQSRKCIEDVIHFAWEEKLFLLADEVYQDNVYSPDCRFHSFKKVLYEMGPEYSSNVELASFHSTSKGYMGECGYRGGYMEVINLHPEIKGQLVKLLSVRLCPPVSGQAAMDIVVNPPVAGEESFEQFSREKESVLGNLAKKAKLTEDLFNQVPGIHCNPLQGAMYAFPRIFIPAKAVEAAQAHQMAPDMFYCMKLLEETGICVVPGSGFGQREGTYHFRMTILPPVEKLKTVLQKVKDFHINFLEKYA
#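 GPT2 10ng/uL, a-KG 250uM, L-Ala 2mM, HEPES pH7.5 + 0.0001% Tween; 30 min RT. Then Amplex mix (PO/HRP/ThPP), 30 min RT dark, fluorescence. AOA 50uM used as positive control.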
# The depositor's hits bear a star; i = inactive; ? = inconclusive; nt = no result given; [ ] = dose if it differs, or a comment. Unless noted, calls follow the shape of the dose curve; as a rule, active = well fitted curve in the direction sought with a large enough effect; inconclusive = small, poorly fitted or top-dose-only effect, or another doubt; inactive = no such curve, though single readings can be large; an effect the other way counts as inactive or inconclusive. Unless noted, % is scaled to controls: 0 for no effect and ±100 for the full control effect. This is a random part of the collection, and some 7.8% of all compounds hit somewhere here.
# Fields: IP6K1 inh, Luciferase inh, SNCA viab count, HEK cytotox, NIH3T3 tox, SNCA expr inhib, GPT2 inhibitor
(1) CC1CCC2C(C(=O)O)=CC3C(O)C(C)(C)CC123 (centres undefined)
  3.0, nt, 7.6%, nt, nt, nt, i
(2) COc1ccc(C)cc1NC(=O)N1CCC(OC2CCN(Cc3ccccc3)CC2)CC1
  -0.8, 14.2%, -12.1%, -8.2%, -24.6%, -1.9%, i
(3) O=C(NC1CCCCC1)c1nc2sccn2c1-c1ccc(F)cc1
  3.3, nt, -28.0%, ?, ?, 1.7%, i
(4) CCOC(=O)[C@@H]1CN(C(=O)c2cc3ccccc3s2)[C@H]2c3ccccc3O[C@@H]12
  -9.8, nt, nt, ?, ?, nt, nt
(5) CCN1CC2(CCN(C(=O)C(C)(C)N)CC2)CC(c2ccccc2)C1=O (centres undefined)
  13.2, -6.0%, 7.6%, -10.0%, -15.2%, 4.0%, -12.0%
(6) COCc1ccc2c(c1)c(OC(C)(C)C(=O)NCCN1CCOCC1)nn2Cc1ccccc1
  -3.5, -14.3%, -1.7%, ?, ?, ?, -5.4%
(7) CC(C)NC(=O)C[C@@H]1C[C@H]2O[C@H](CNCc3ccccc3C(F)(F)F)[C@@H](O)[C@H]2O1
  8.7, -1.9%[172 µM], 0.9%[87.6 µM], i, i, 8.7%[87.6 µM], -18.3%[88.5 µM]
(8) CCCCNC(=O)Cc1csc2nc(C)c(-c3cc(C)n(-c4ccc(C)cc4C)n3)c(=O)n12
  1.8, -0.2%, -18.1%, -21.4%, -31.1%, -6.8%, -22.5%
(9) CC(C)(C)OC(=O)N1CCC(c2c(C(=O)N3CCC(c4ccccc4)C3)cnn2-c2ccc(Cl)cc2)CC1 (centres undefined)
  6.2, nt, 13.2%, nt, nt, 39.6%[activator], nt
(10) CC(C)(Oc1ccc2c(c1)CCC2)C(=O)N1CCC2(CC(=O)NC2=O)C1 (centres undefined)
  3.5, -5.1%, 3.2%, -8.0%, -0.9%, 0.9%, 4.5%
(11) CCOC(=O)CC(=O)N1CCC(=O)N(CC(=O)OCC)c2ccccc2C(OC)C1 (centres undefined)
  -9.8, nt, 4.5%[23.9 µM], ?, -22.4%[46.1 µM], -27.5%[25.6 µM], 3.8%[27.3 µM]
(12) CCOc1ccccc1NC(=O)c1c(NCc2sccc2C)sc2c1CCC(C)C2 (centres undefined)
  -3.6, nt, -8.6%, nt, nt, ?, nt
(13) CCn1cnnc1-c1nn(C)c2c1CN(C(=O)c1[nH]nc3c1CCc1cc(OC)ccc1-3)CC2
  -11.6, 0.0%, -16.9%, -15.0%, -17.0%, 9.6%, ?
(14) Cc1cc(C)cc(-c2ccc(CN3CCCC(NC(=O)C4CCCC4)C3)cc2)c1 (centres undefined)
  31.4, nt, 7.6%[12.5 µM], -15.5%, -19.2%, -28.4%, -9.5%
(15) Cc1ccc(CCNC(=O)CCCc2nnc3n(C)c(=O)c4sccc4n23)cc1
  7.5, nt, 4.4%, nt, nt, -12.9%, nt

# From entry 1 up to 8, as listed above:
# Fields: IP6K1 inh, Luciferase inh, SNCA viab count, HEK cytotox, NIH3T3 tox, SNCA expr inhib, GPT2 inhibitor
(1) CC1CCC2C(C(=O)O)=CC3C(O)C(C)(C)CC123 (centres undefined)
  3.0, nt, 7.6%, nt, nt, nt, i
(2) COc1ccc(C)cc1NC(=O)N1CCC(OC2CCN(Cc3ccccc3)CC2)CC1
  -0.8, 14.2%, -12.1%, -8.2%, -24.6%, -1.9%, i
(3) O=C(NC1CCCCC1)c1nc2sccn2c1-c1ccc(F)cc1
  3.3, nt, -28.0%, ?, ?, 1.7%, i
(4) CCOC(=O)[C@@H]1CN(C(=O)c2cc3ccccc3s2)[C@H]2c3ccccc3O[C@@H]12
  -9.8, nt, nt, ?, ?, nt, nt
(5) CCN1CC2(CCN(C(=O)C(C)(C)N)CC2)CC(c2ccccc2)C1=O (centres undefined)
  13.2, -6.0%, 7.6%, -10.0%, -15.2%, 4.0%, -12.0%
(6) COCc1ccc2c(c1)c(OC(C)(C)C(=O)NCCN1CCOCC1)nn2Cc1ccccc1
  -3.5, -14.3%, -1.7%, ?, ?, ?, -5.4%
(7) CC(C)NC(=O)C[C@@H]1C[C@H]2O[C@H](CNCc3ccccc3C(F)(F)F)[C@@H](O)[C@H]2O1
  8.7, -1.9%[172 µM], 0.9%[87.6 µM], i, i, 8.7%[87.6 µM], -18.3%[88.5 µM]
(8) CCCCNC(=O)Cc1csc2nc(C)c(-c3cc(C)n(-c4ccc(C)cc4C)n3)c(=O)n12
  1.8, -0.2%, -18.1%, -21.4%, -31.1%, -6.8%, -22.5%

# Next structures.
# Fields: IP6K1 inh, Luciferase inh, SNCA viab count, HEK cytotox, NIH3T3 tox, SNCA expr inhib, GPT2 inhibitor
(16) O=C(/C=C/c1ccccc1)NCCO
  28.5, nt, -12.2%[23.9 µM], nt, nt, -23.7%[25.6 µM], -7.4%
(17) COc1ccc(C(=O)Nc2ccc(N(C)Cc3ccccc3)c(C(=O)O)c2)cc1
  1.5, nt, 0.7%, nt, nt, 17.0%, nt
(18) CN(CCCn1cccn1)C(=O)C1CCN(C(=O)C2CCCC2)CC1
  1.8, 5.7%, -0.3%, i, -0.8%, -27.0%, 2.3%
(19) Cc1noc([C@@H]2CN(C(=O)c3cc(C)n(C)n3)C[C@H]2COCC2CC2)n1
  -11.4, 2.4%, 4.5%, -3.0%, 1.8%, 19.6%, i
(20) C=CCN1CCN(C(=O)c2ccc(N3CC4CC(C3)[C@H]3CCCC(=O)N3C4)nc2)CC1 (some centres undefined)
  4.1, -8.5%, 6.5%, -1.0%, -3.7%, ?, -7.1%
(21) CN1C[C@H](O)C[C@H]1c1nc(-c2ccc(OC(F)(F)F)cc2)no1
  -8.0, -25.4%[172 µM], -10.0%[87.6 µM], ?, -21.8%[174 µM], 43.6%[activator][87.6 µM], ?
(22) Cc1cc(C)n(Cc2ccc(C(=O)N3CCCCCCNC(=O)CC3)o2)n1
  -8.3, -4.9%, 0.7%, i, -18.3%, 30.5%, i
(23) COc1ccc2[nH]cc(CCNC(=O)Nc3ccc(F)cc3)c2c1
  -10.7, nt, -11.2%, nt, nt, -9.0%, nt
(24) CCN(CC)Cc1cc(C2CC(=O)Nc3n[nH]c(C(=O)O)c32)ccc1OC (centres undefined)
  6.2, -1.4%, 2.0%, 4.7%, -5.6%, 2.6%, 1.5%
(25) c1ccc(Nc2cc3c(cn2)CN(Cc2cnc[nH]2)CCN3)cc1
  -17.9, ?, -7.7%[87.6 µM], ?, ?, 44.4%[activator][87.6 µM], i
(26) COc1ccc(NC(=O)O[C@@H]2CO[C@H]3[C@@H]2OC[C@@H]3NC(=O)Nc2cccc(C#N)c2)cc1
  2.2, -18.8%, -3.3%, -13.1%, -9.1%, -3.3%, -7.2%
(27) CCc1ccc2occ(CC(=O)Nc3c(C(=O)Nc4ccc(C)cc4)oc4ccccc34)c2c1
  -8.5, nt, 1.8%, nt, nt, 56.2%[activator], nt
(28) CCC1Oc2ccc(NC(=O)COc3ccccc3)cc2CN(Cc2ccc(OC)cc2)C1=O (centres undefined)
  6.2, -6.6%, -5.1%, ?, ?, 29.1%, i
(29) CCc1ccc(-n2c(=O)c3c4c(sc3n(CC(=O)c3ccc(Cl)cc3)c2=O)CCC4)cc1
  -10.0, nt, 8.2%, nt, nt, 15.2%, nt
(30) C[C@@H]1CN(c2ccc(C(=O)N3CCC(N4CCOCC4)CC3)cn2)C[C@H](C)O1
  -0.5, 9.5%, 8.5%, -27.5%, -9.0%, 1.8%, 0.4%
(31) CN(C(=O)NC1CCCC1)C1CCc2ccccc2C1 (centres undefined)
  -17.0, ?, 5.0%[87.6 µM], -7.2%[172 µM], -7.0%[138 µM], 102.5%[activator][87.6 µM], i
(32) Cc1cc(C)cc(NC(=S)N[C@H]2CO[C@H]3[C@@H]2OC[C@H]3OC(=O)NC2CCCCC2)c1
  2.8, 13.3%[172 µM], 3.0%[87.6 µM], ?, ?, -6.5%[87.6 µM], -0.8%[88.5 µM]
(33) Cc1ccccc1Cn1c(SCc2ccc(C(=O)NC3CCCC3)cc2)nc2ccncc21
  -3.9, nt, 13.4%, nt, nt, -2.7%, nt
(34) CCc1ccc(NC(=O)CSc2ccc3nc(-c4ccc(OC)cc4)cn3n2)cc1
  -1.4, nt, 4.3%, nt, nt, 185.7%[activator], nt
(35) CSc1ccc(-c2cccc(C(=O)NCCNC(=O)c3ccccc3C)c2)cc1
  3.4, nt, 1.8%[12.5 µM], 25.1µM*, -42.3%, 21.0%, -20.7%
(36) Cc1c(C)n(C)c2ccc(C(=O)N3CCN(c4ccccc4)CC3)cc12
  -26.9*, nt, 9.3%, nt, nt, 10.6%, nt
(37) O=C(NCCN1CCOCC1)c1cc2c(Oc3ccc(NC(=O)C4(C(=O)Nc5ccc(F)cc5)CC4)cc3)ccnc2[nH]1
  -8.7, nt, -14.2%, nt, nt, nt, 4.2%
(38) CCOc1ccc(C(=O)NCc2ccc3c(c2)CCN3C(=O)c2ccc(Cl)cc2)cc1
  -7.3, nt, 9.2%, nt, nt, -12.1%, nt
(39) Cc1cc(C)n(CCC(=O)NCc2cccnc2Oc2ccccc2F)n1
  20.2, -15.3%, 4.6%, -4.4%, -15.4%, 25.4%, -12.6%
(40) COc1ccc(Cl)cc1NC(=O)C1CCN(c2nnc(C)c3c(C)n(-c4ccccc4)nc23)CC1
  15.5, nt, 5.2%, nt, nt, 17.1%, nt
(41) O=C(NCCc1ccccc1F)c1nc2sccn2c1-c1ccc(F)cc1
  -3.0, nt, -6.5%, ?, ?, 8.4%, -8.4%
(42) Cn1cccc1C(=O)NC[C@H]1O[C@@H](CO)[C@@H](O)C1N1CCN(c2ccccc2)CC1 (some centres undefined)
  -11.2, -7.7%, -9.2%, ?, ?, -16.4%, 0.7%
(43) Cc1ccc(CNC(=O)c2cc3cn(C(C)C)cc3s2)o1
  -2.8, -12.2%, 5.3%, ?, -20.3%, -2.7%, -9.0%
(44) O=C([C@@H]1C[C@H](F)CN1S(=O)(=O)Cc1ccccc1)N1CCc2ccccc2C1
  0.0, 0.0%, ?, ?, -17.7%, 3.9%, i
(45) C=CC(C)(O)CC/C=C(\C)COC1O[C@H](CO)[C@@H](O)[C@H](O)[C@H]1O (some centres undefined)
  -34.3*, nt, ?, nt, nt, nt, i
(46) O=C(c1cc(F)ccc1Cl)N1CCC(n2cc(-c3nc(-c4ccccc4)no3)nn2)C1 (centres undefined)
  -13.6, ?, 4.5%, ?, ?, -27.3%, i
